EWS-Fli block: EWS/Fli transcriptional activity inhibition | A673 NR0B1-luciferase reporter, viability-normalised | inhibition, % at 12.6 µM | 350,000 compounds, 0.67% hits | AID 651661;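 active means mean inhibition of at least 50% after viability correction, with every replicate also passing that limit; inconclusive means mean reaches 50% but only one of two replicates passes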;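 further: firefly luciferase signal divided by Alamar Blue viability fluorescence both relative to DMSO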
INS-1E GSIS act: primary screen for activators of insulin secretion dependent on glucose, INS-1E cells, GLuc reporter luminescence; INS-1E GLuc reporter insulin secretion, 2-3 h; activation, % at 16.6 µM; 370,000 compounds, 0.61% hits; AID 743287;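 active means lowest replicate activation of at least 40%, so every replicate reaches that level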;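 further: 0% = median of neutral control wells and 100% = median of IBMX positive control wells; some compounds called inactive have numbers as strong as hits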
ERp5 inh: inhibitors of human ERp5; inhibition, % at 9.99 µM; ERp5 insulin aggregation, absorbance 650 nm, 90 min; 350,000 compounds, 0.05% hits; Q15084;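 active means mean replicate inhibition above about 25%, with every replicate also reaching it, limit read from the data, passing the limit was not always enough; inconclusive means only one of those two criteria met; inactive means neither criterion met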
Target sequence (Q15084 whole entry, looked up): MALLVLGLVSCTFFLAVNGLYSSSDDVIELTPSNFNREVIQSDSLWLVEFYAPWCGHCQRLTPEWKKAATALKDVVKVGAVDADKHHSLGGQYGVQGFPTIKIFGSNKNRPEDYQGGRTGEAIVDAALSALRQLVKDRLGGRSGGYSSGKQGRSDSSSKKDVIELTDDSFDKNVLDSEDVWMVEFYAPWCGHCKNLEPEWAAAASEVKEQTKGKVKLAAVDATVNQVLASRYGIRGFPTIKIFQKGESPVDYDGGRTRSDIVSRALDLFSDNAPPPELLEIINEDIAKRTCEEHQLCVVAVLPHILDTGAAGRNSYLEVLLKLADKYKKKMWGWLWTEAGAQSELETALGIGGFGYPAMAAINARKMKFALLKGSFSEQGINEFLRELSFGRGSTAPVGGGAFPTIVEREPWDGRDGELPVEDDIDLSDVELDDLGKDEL
ARNT-TACC3 inh: ARNT/TACC3 interaction disruption. Q9Y6A5. AlphaScreen His-ARNT PAS-B/GST-TACC3 binding, luminescence; TACC3 fragment carries E629A point mutation. inhibition, % at 9.99 µM. 390,000 compounds, 0.66% hits;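 active means mean inhibition of replicates at least 50% and at least half of replicates each reaching 50%; inconclusive means half or more replicates reach 50% but mean below 50%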;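 further: 0% = complete ARNT plus TACC3 wells and 100% = ARNT alone without TACC3; many hits fall short of the cut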
DENV2 CPE: protects cells from dengue virus 2 cytopathic effect. DENV2-infected cells, cytopathic effect rescue, plate reader. CPE inhibition, % at 9.99 µM. 350,000 compounds, 1.7% hits; in the data active means CPE inhibition above about 20%, passing the limit was not always enough; inconclusive means no clear call, values can overlap the other calls; tested in BHK-21 cells;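 further: 0% = median of neutral control wells and 100% = median of positive control wells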
CFTR F508del cor: CFTR F508del correction in bronchial cells | CFBE cells, YFP halide quenching; stimulated with forskolin plus potentiator P3; % fluorescence drop versus neutral controls | activity (quench increase), % at 7.58 µM | 350,000 compounds, 0.36% hits | AID 720511;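 active means mean added fluorescence quench of at least 8% versus neutral control, with both replicates also reaching 8%; inconclusive means only one of the mean or replicate conditions met; inactive means mean below 8% and not both replicates reaching 8%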;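 further: cells transiently co-express mutant CFTR-F508del with the halide-sensitive YFP; corrector assay measuring rescue of mutant channel to the surface after 24 h compound exposure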
PAX8 reporter: PAX8 transcriptional activity inhibition; RMG-I TPO-luciferase reporter, SteadyGlo, 24 h; inhibition, % at 12.6 µM; 360,000 compounds, 1.2% hits; AID 652154;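 active means mean replicate inhibition at least 60% with every replicate also reaching 60%; inconclusive means only one of the two criteria is met; inactive means mean below 60% and not all replicates reaching 60%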;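 further: luciferase light reporting Pax8 driven TPO promoter activity; plate controls were median of neutral control wells for no effect and mitoxantrone controls for full effect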
XiGFP reactiv: X-chromosome reactivation activator. XiGFP mouse fibroblasts, % GFP-positive cells imaging, 3 d; cells co-treated with 5-aza-dC sensitizer; scaled so ellipticine positive control = 100%. activation, % at 7.58 µM. 360,000 compounds, 0.055% hits;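 active means mean normalized replicate activation at least 10% and every replicate at or above 10%; inconclusive means only one of the two criteria met; inactive means mean below 10% and not all replicates reach 10%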;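 further: 0% = median of on-plate neutral control wells and 100% = ellipticine 6 µM median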
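System: 68-5-11 XiGFP fibroblast line | Buffer or medium: DMEM containing 5-aza-dC | Compound: Single point | Times: Compounds 3 days, fix/stain 15 min at room temperature | Benchmarks: Positive control ellipticine, 6 µM final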
Numbers without * were called inactive; ? = inconclusive; / = no result given.

SMILES	EWS-Fli block	INS-1E GSIS act	ERp5 inh	ARNT-TACC3 inh	DENV2 CPE	CFTR F508del cor	PAX8 reporter	XiGFP reactiv
COc1ccc(C2c3ccc(O)cc3Oc3ncn4nc(-c5cccnc5)nc4c32)cc1OC (configuration not stated)	34	22	11	8	1	5.4	24	0.1
CC1CCCC(C)N1C(=O)COC(=O)c1ccc2ccccc2n1 (configuration not stated)	5	-14	-5	/	4	-2.1	-10	-0.1
Cc1ccc(S(=O)(=O)CCC(=O)OCC(=O)c2ccc(F)cc2)cc1	-1	-6	-1	-6	-4	-0.5	-13	0.1
CN(CCC1CCCCO1)C(=O)CCc1nnc(C2CCCCC2)o1 (configuration not stated)	-38	2	-11	6	/	-0.2	-47	0.3
Cc1ccc(C(=O)C(C)OC(=O)c2ccccc2[N+](=O)[O-])cc1 (configuration not stated)	/	5	/	-7	/	/	-202	0.0
Brc1cccc(CNn2cnnc2)c1	0	-7	4	-3	-3	-1.5	-18	0.4
CCOc1ccc(CN(C)CC(=O)NNC(=O)c2ccc(Cl)cc2)cc1OC	11	7	2	-6	10	/	1	0.0
COc1ccc2c3c([nH]c2c1)[C@@H](CO)N(S(=O)(=O)c1cn(C)cn1)CC31CCN(CC2CCCC2)CC1	5	12	7	/	-13	1.8	-8	0.0
Cc1ccccc1S(=O)(=O)NC(=O)C1(C)CCN1C(=O)CC1CCCC1 (configuration not stated)	-4	6	0	/	-1	2.7	-11	-0.1
CCCNC(=O)[C@@H]1CCCN1C(=O)C1CCN(S(=O)(=O)c2ccc(C)cc2)CC1	/	2	4	-13	2	0.5	-14	0.0
O=C(c1ccc2c(c1)CCC2)N1CCN(Cc2ccccc2)CC1	-32	5	-1	/	-7	2.3	-28	0.0
Cc1ccc(CN2CCSc3ccc(C(=O)NCc4cccnc4)cc32)cc1	/	10	/	3	/	/	-1	0.0
CCN(CC)C(=S)SCC(=O)Nc1nc(=O)c2ccccc2s1	-1	16	-2	-6	0	1.9	-3	0.1
Cc1ccn2cc(CCNC(=O)CC3CCCCC3)nc2c1	1	-15	-1	/	6	-1.3	-25	0.0
CCCN1C[C@H](C)[C@@H](OC)CN(C)C(=O)c2cc(NC(=O)c3ccccc3F)ccc2OC[C@H]1C	4	8	1	-10	0	-0.5	7	0.0
COC(=O)c1cc2c(c3c4cc(F)ccc4n(S(=O)(=O)c4ccccc4)c13)C(=O)N(Cc1ccc(C(F)(F)F)cc1)C2	7	/	1	/	5	-3.7	5	0.0
C[C@H](NC(=O)c1[nH]cnc1C(=O)Nc1ccc(CNC(=O)OC(C)(C)C)cc1)C(=O)OC(C)(C)C	12	-19	1	/	?	1.1	21	0.2
Nc1nc(-c2ccccc2)c(CCCOc2ccc([N+](=O)[O-])cc2)c(=O)[nH]1	3	11	3	-5	9	-1.5	9	0.1
CCCCCCc1ccc(N2C[C@H](Cc3ccccc3)[C@@H](CC(=O)NCc3ccc(OC)cc3)C2=O)cc1	18	/	-7	-1	16	-1.6	38	0.0
O=C1NC(Cc2ccc(O)cc2)c2nc3ccc(Cl)cc3c(=O)n2-c2cc3ccccc3cc21 (configuration not stated)	43	-10	4	/	-4	1.5	46	0.0
COc1ccc(Cc2noc(CN(C)CC3CCN(Cc4ccccc4)CC3)n2)cc1OC	-3	-1	1	/	-1	0.6	-1	-0.2
Cn1cnc2cc(NCc3ccccc3Cl)ccc21	-79	25	7	-11	1	-2.0	-65	0.0
CC(=O)N1[C@@H]2c3cccc(=O)n3C[C@@H]2[C@@H](CO)[C@@H]1C(=O)N[C@@H](C)c1ccccc1	-3	7	4	-11	-2	2.4	-13	-0.1
O=C(Nc1cccc(Cl)c1)N[C@@H]1CC[C@@H](CCNC(=O)C2CCCCC2)O[C@@H]1CO	-5	-9	1	-4	-4	1.9	-3	0.0
Cc1cccn2c(=O)c(C=O)c(N3CCSCC3)nc12	6	16	3	-13	8	2.0	24	0.0
COc1ccc(NS(=O)(=O)c2cc(NC(=O)c3ccc(C)s3)ccc2N2CCOCC2)cc1	18	1	-4	3	7	-3.0	51	0.2
CCN(CC(=O)NC1CCCC1)S(=O)(=O)c1ccc(Br)cc1	/	17	-9	-2	-1	1.7	11	0.2
CC1=C(C(=O)OCC(C)C)C2(O)C(=O)c3ccccc3C2(O)N1 (configuration not stated)	/	1	/	-2	/	/	8	0.3
COCCNC(=O)C1(C)C=CC2(CCCCC2)N1C(=O)c1ccccc1 (configuration not stated)	-12	4	-2	-2	6	-1.4	-22	-0.3
Cc1ccc(S(=O)(=O)NNC(=O)c2ccc(O)cc2)cc1	-10	13	-3	/	5	-2.0	-5	0.0
CCC(CO)Nc1ncnc2c1cnn2-c1ccc(OC)cc1 (configuration not stated)	-35	-9	2	5	-11	1.5	-85	0.6
CN(C)C(=O)c1cccc(-c2ccccc2[C@@H]2[C@@H](C#N)N(C(=O)C3CC3)[C@@H]2CO)c1	12	2	0	/	46*	0.9	-23	0.0
CN(C)c1ccc(N2C(=O)CSC2=S)cc1	1	20	-4	3	5	/	19	-0.1
COc1cc(CN2CCNC(=O)C2CC(=O)NCCCN2CCOCC2)cc(OC)c1 (configuration not stated)	-11	-10	9	5	?	0.6	-6	0.1
CCOC(=O)c1sc(NS(=O)(=O)c2ccc(F)cc2)nc1C	0	-2	-4	14	-6	-1.5	-31	0.0
Cc1cc(C(=O)COC(=O)c2ccncc2)c(C)n1Cc1ccco1	-7	4	-8	-5	1	-2.6	-18	-0.2
Cn1nccc1NC(=O)Nc1cccc(Cl)c1	-10	/	-2	-2	0	-1.2	-15	1.7
Nc1ncc(-c2ccc(-c3ccccc3)cc2F)cc1-c1ccccc1F	-29	1	2	/	4	1.0	-5	-0.1
O=C(Nc1ccnn1C1CCN(CCCc2ccccc2)CC1)c1ccccc1	-1	11	1	7	1	2.1	/	0.0
COc1ccc(/C(N)=N/OC(=O)c2ccc3c(c2)OCO3)cc1	/	18	-3	-9	1	/	9	0.0

An excerpt from further up, as a working copy:
SMILES	EWS-Fli block	INS-1E GSIS act	ERp5 inh	ARNT-TACC3 inh	DENV2 CPE	CFTR F508del cor	PAX8 reporter	XiGFP reactiv
COCCNC(=O)C1(C)C=CC2(CCCCC2)N1C(=O)c1ccccc1 (configuration not stated)	-12	4	-2	-2	6	-1.4	-22	-0.3
Cc1ccc(S(=O)(=O)NNC(=O)c2ccc(O)cc2)cc1	-10	13	-3	/	5	-2.0	-5	0.0
CCC(CO)Nc1ncnc2c1cnn2-c1ccc(OC)cc1 (configuration not stated)	-35	-9	2	5	-11	1.5	-85	0.6

More records:
SMILES	EWS-Fli block	INS-1E GSIS act	ERp5 inh	ARNT-TACC3 inh	DENV2 CPE	CFTR F508del cor	PAX8 reporter	XiGFP reactiv
CN1C(=O)C(O)(CC(=O)/C=C/c2ccco2)c2cc(Br)ccc21 (configuration not stated)	44	-2	0	-1	-4	-0.7	15	0.4
Cc1cccc(C)c1NC(=O)C1c2ccccc2Oc2ccccc21	/	51*	/	-1	/	/	-3	0.0
O=C(O)C[C@H]1CC[C@H]2[C@@H](COC[C@H](O)CN2S(=O)(=O)c2ccc(F)cc2)O1	/	4	1	-3	6	-0.3	/	0.5
CCOC(=O)/C(C#N)=C/c1ccc(OC(=O)c2ccco2)c(OCC)c1	4	2	7	-4	-12	0.4	23	0.0
CCCN1[C@H](CO)[C@H](c2ccc(C#Cc3ccccc3)cc2)[C@@H]1CNC1CCCC1	/	-5	3	/	-2	0.6	/	0.2
O=c1[nH]c2ccccc2nc1Cc1ccc(Cl)cc1	-2	48	-13	2	-3	1.0	-47	0.0
O=C(NCN1CCN(c2ccccc2)CC1)c1cnccn1	-6	10	1	-9	-2	2.4	-5	0.0
O=C(Oc1ccc(C(=S)N2CCOCC2)cc1)c1ccc([N+](=O)[O-])cc1[N+](=O)[O-]	-1	-3	5	-1	-2	5.1	-1	0.0
CC(C)(C)C1CCC(=NNC(=O)CC(=O)NCc2ccccc2)CC1 (configuration not stated)	6	5	6	-1	-2	-0.6	29	-0.1
O=C(Nc1ccc(F)cc1)N1CC(=O)N2[C@H](CO)[C@H](c3ccc(-c4cccc(F)c4)cc3)[C@H]2C1	6	-21	-2	/	-5	2.0	26	0.0
NC(=O)c1cc2ccccc2o/c1=N/NC(=O)c1cccc(Cl)c1	-3	7	-1	1	4	0.5	14	0.0
O=C(Nc1ccc(S(=O)(=O)N2CCOCC2)cc1)c1ccc(S(=O)(=O)N2CCOCC2)cc1	4	/	-1	-12	-7	-1.5	-2	0.2
CCn1nc(C)c(CN2CCC(C(=O)Nc3cccc(-c4cccc(F)c4)c3)CC2)c1C	14	-46	9	13	6	1.7	18	0.0
COc1ccc(S(=O)(=O)N2CCC(C(=O)NCCC(=O)Nc3ccccc3OC)CC2)cc1	-11	-2	1	/	0	-2.3	0	-0.2
Cc1ccc(S(=O)(=O)N2CCOCC2)cc1NC(=O)COC(=O)c1ccco1	-3	14	0	/	18	-0.8	-5	0.2
O=C(O)c1cccc2c3c([nH]c12)CCCC3	7	/	2	3	5	-3.6	12	0.1
COC(=O)c1sccc1NC(=O)c1ccc(Cl)s1	4	12	1	9	5	-2.0	/	/
Cc1cccc2c(N)c3c(nc12)N(C)CC3	11	13	2	4	-1	0.4	-17	0.0
COc1cc(C(C[N+](=O)[O-])c2c(C)[nH]c3ccccc23)ccc1O (configuration not stated)	10	/	-7	6	11	1.2	23	0.0
O=C(Cc1ccccc1)Nc1ccc(NC(=S)NC(=O)c2ccccc2)cc1	/	18	2	-3	1	-3.2	16	-0.1
CCOC(=O)c1ccoc1CN1CCN(S(=O)(=O)c2ccc(C)c(C)c2)CC1	-11	-20	-3	-4	6	-3.2	20	0.0
CCCNC(=O)Nc1ccc2c(c1)C(=O)N(C)[C@@H]1CC[C@H](CC(=O)NC3CCC3)O[C@@H]1CO2	-2	21	/	-16	-5	-0.9	9	0.3
C[C@@H]1CCCCO[C@H](CN(C)CC2CC2)[C@H](C)CN([C@H](C)CO)C(=O)c2cc(NS(=O)(=O)c3ccc(F)cc3)ccc2O1	/	-2	-2	/	29*	2.9	-23	-0.1
Cc1c(-c2nc(-c3ccncc3)no2)cccc1[N+](=O)[O-]	-49	2	4	-7	-1	/	-44	0.5
CCc1ccccc1NC(=O)CN1CCN(CC(=O)Nc2ccc3c(c2)OC2(CCCCC2)O3)CC1	11	0	13	36	-4	-0.9	-14	0.0
Cc1cc(Cl)ccc1C(=O)C1CCCN(C(=O)c2cnsn2)C1 (configuration not stated)	12	-11	-2	30	2	1.1	4	0.7
O=C1C(C23CC4CC(CC(C4)C2)C3)C(=O)N(c2ccccc2)N1c1ccccc1	4	1	3	-7	1	-1.9	/	/
CSc1nc(S(=O)(=O)c2ccc(C)cc2)c(Cl)s1	-8	6	0	-4	-3	-0.5	17	0.3
C[C@@H]1CN([C@@H](C)CO)C(=O)c2cc(NS(=O)(=O)c3ccc(Cl)cc3)ccc2O[C@H]1CN(C)S(=O)(=O)c1ccccc1	0	-3	/	-1	2	2.6	9	-0.3
CN(C)/C=N/n1cnc2ccccc2c1=O	0	-2	1	-2	-2	-1.2	7	-0.1
CCc1c(C)nc(N)n2c(SCC(=O)NC3CCCCC3)nnc12	-10	-3	5	-25	3	1.7	8	0.5

Screening data deposited in PubChem by Broad Institute.
